Source: PubChem BioAssay (several laboratories)
proCasp7 act = counter-screen for procaspase-3 activators: activators of human procaspase-7 | P55210 | recombinant procaspase-7, Ac-DEVD-pNA absorbance 405 nm; D23A/D198A/D206A triple mutant, cannot self-cleave; scale: DMSO 0, 5 µM enzyme 100 | activation, % at 8.5 µM | 330,000 tested, 0.093% active | AID 463210;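 active means percent activation above the screen-wide mean plus 3 SD, cut at about 25% in these data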
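Assay system: Uncleavable procaspase-7 mutant enzyme / Input: 2 µM procaspase-7 mutant as dispensed / Dosing: single nominal 8.5 µM compound dose, 0.8% DMSO final / Timing: 1 h enzyme–compound preincubation and 2 h substrate reaction, both 25 °C / Detection: p-Nitroaniline absorbance at 405 nm, read at 0 and 120 min / Replication: singlicate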
JMJD2C inh = blocks human GASC-1 demethylase activity; 330,000 tested, 0.069% active; GST-JMJD2C(1-420) H3K9me3 demethylation, DELFIA europium; AID 2099; inhibition, % at 2.35 µM; Q9H3R0;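 active means more than half of a compound's replicate wells show inhibition beyond 50%, single wells judged on their own value; inconclusive means some, but no more than half, of replicates pass 50% inhibition; inactive means no replicate passes 50% inhibition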;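 further: signal counts dimethyl H3K9 product captured on neutravidin plate; 0% = median of DMSO wells and 100% = 0.3 times that DMSO median; strong numbers were not always called active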
PP1 counter = counter-screen for PP5 inhibitors: inhibitors of human PP1-alpha; purified PP1alpha, OMFP fluorescence; inhibition, % at 6.7 µM; 320,000 tested, 0.9% active; AID 2235; P62136;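 active means inhibition above the mean inhibition of all tested compounds plus 3 SD, computed separately for each screening campaign, cut at about 15% in these data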
PP5 primary = inhibitors of human protein phosphatase 5 (PP5) | P53041 | purified PP5c, OMFP substrate fluorescence | inhibition, % at 6.7 µM | 320,000 tested, 0.18% active | AID 1987;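 active means inhibition above the campaign's mean inhibition across all tested compounds plus 3 SD, cut at about 9.5% in these data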;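 further: 0% = DMSO only and 100% = 100 µM cantharidin control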
core dimer inh = blocks dimerization of HCV core protein; TR-FRET GST/Flag-core106 dimerization, 1536-well; inhibition, % at 5 µM; 300,000 tested, 0.33% active; AID 1899;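 active means inhibition above the mean of all tested compounds plus 3 SD, set per screening campaign, cut at about 45% in these data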
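Assay system: GST-tagged and Flag-tagged HCV core protein residues 1-106 / Times: compound-protein-antibody incubation 4 h at 22.5 °C / Signal: time-resolved FRET, ex 340 nm, em 617 and 671 nm / Evaluation: % inhibition based on acceptor/donor emission ratio / Benchmarks: wells lacking GST-core106 and wells with excess unlabelled core106 / Repeats: singlicate, one well per compound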
Fh CTSL1 inh = counter-screen for PFM18AAP inhibitors: inhibitors of F. hepatica cathepsin L1; recombinant F. hepatica cathepsin L1, Z-Leu-Arg-MCA fluorescence; inhibition, % at 5.96 µM; 300,000 tested, 0.49% active;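 active means inhibition above the mean of all tested compounds plus 3 SD, set per screening campaign, cut at about 17% in these data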;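 further: 0% = plate median of test compound wells and 100% = 1 µM Z-Phe-Ala-diazomethylketone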
GRK2 aptamer HTS = blocks RNA aptamer binding to human GRK2; 330,000 tested, 0.59% active; inhibition of aptamer binding, % at 10 µM; AID 488847; bead flow cytometry, FAM-aptamer displacement from GRK2; P25098;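 active means inhibition of aptamer binding above 40%, roughly 3 SD of noise, on plates passing a quality check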;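 further: median bead fluorescence of bound FAM aptamer so fluorescent compounds give negative values; no value below 0 was filed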
procasp3 activ = activators of human procaspase-3 | P42574 | recombinant procaspase-3 D3A, Ac-DEVD-pNA absorbance 405 nm | activation, % at 8.5 µM | 330,000 tested, 0.11% active | AID 463141;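 active means activation above the mean of all tested compounds plus 3 SD, cut at about 21% in these data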;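 further: 0% = DMSO alone and 100% = DMSO wells spiked with extra 5 µM PC-3 D3A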
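System: Procaspase-3 D3A mutant. Medium: Zinc-free 300 mM NaCl, 50 mM HEPES, 0.01% Triton X-100. Schedule: 1 h preincubation plus 2 h reaction at 25 °C. Measured by: 405 nm absorbance of p-nitroaniline, reads at 0 and 120 min. Read-out: percent activation relative to control range.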
VLA-4 inh = inhibition in a human VLA-4 binding assay. P13612. VLA-4 expressing cells, ligand binding flow cytometry. inhibition, % (about 7 µM as worked out from the volumes in the protocol). 330,000 tested, 0.2% active. AID 2557; in the data active means inhibition above about 50%
Target sequence (P13612 whole entry, looked up): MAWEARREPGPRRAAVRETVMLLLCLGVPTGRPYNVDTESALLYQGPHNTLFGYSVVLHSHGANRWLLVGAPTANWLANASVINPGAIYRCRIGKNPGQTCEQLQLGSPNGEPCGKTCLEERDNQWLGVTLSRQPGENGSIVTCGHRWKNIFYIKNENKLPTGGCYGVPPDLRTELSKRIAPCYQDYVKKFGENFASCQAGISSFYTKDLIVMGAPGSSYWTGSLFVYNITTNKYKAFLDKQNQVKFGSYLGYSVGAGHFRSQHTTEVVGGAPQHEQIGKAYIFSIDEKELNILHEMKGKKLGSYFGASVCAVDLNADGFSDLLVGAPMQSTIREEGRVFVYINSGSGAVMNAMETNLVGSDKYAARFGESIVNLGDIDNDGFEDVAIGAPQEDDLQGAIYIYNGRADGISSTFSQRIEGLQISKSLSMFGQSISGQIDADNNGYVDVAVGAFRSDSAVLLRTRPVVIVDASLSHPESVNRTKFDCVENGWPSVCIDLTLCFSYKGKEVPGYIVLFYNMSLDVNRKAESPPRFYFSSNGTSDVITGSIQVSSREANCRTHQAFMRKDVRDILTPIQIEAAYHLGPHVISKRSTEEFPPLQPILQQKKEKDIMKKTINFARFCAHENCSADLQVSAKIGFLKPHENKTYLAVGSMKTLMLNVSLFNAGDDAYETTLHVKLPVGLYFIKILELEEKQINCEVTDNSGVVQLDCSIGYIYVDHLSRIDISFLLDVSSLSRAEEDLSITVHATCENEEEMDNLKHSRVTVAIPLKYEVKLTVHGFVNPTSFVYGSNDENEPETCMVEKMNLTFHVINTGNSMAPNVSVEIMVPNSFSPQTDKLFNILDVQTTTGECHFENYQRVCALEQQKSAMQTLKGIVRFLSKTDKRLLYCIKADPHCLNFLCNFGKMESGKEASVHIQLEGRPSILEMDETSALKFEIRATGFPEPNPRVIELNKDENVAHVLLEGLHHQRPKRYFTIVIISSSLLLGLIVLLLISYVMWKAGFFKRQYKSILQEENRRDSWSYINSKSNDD
The depositor's hits bear a star; ? = inconclusive; / = no result given; & = joins results of further samples.

SMILES	proCasp7 act	JMJD2C inh	PP1 counter	PP5 primary	core dimer inh	Fh CTSL1 inh	GRK2 aptamer HTS	procasp3 activ	VLA-4 inh
Nc1c(C(=O)CSc2nnc(COc3ccc(Cl)cc3)o2)c(=O)[nH]c(=O)n1C1CC1	2	-2	-5	2.4	/	/	0	12	-3
C[N+]1(CC(=O)OCCCC2CCCCC2)CCCC1	5	0	-4	-0.6	1	-6	0	-2	10
O=C(NCC1(c2ccccc2)CCCC1)c1ccc(Br)o1	1	-8	-1	2.2	-9	3	0	2	23
CNc1nnc(-c2ccncc2)s1	-6	0	1	0.7	3	1	1	-8	-5
O=c1[nH]c(/C=C\c2cccc(F)c2)nc(O)c1[N+](=O)[O-]	14	8	2	0.7	17	-1	1	-13	-4
CCc1nc(SCC(=O)NC2CCCC2)c2c(=O)n(C)c(=O)n(C)c2n1	-1	1	0	2.5	7	0	4	4	4
O=C(COC(=O)c1ccc(S(=O)(=O)Nc2ccccc2)cc1)NCCC1=CCCCC1	4	29	9	2.3	8	-7	0	3	15
COc1ccc(CC(=O)OCC(=O)NCc2ccc(C)cc2)cc1OC	12	-2	/	/	/	/	1	3	2
O=c1[nH]c(=S)[nH]c2c1CN(Cc1ccc(F)cc1)CC2	-15	-24	5	-4.9	-2	-3	0	-5	2
CCN(CC(=O)N1CCCC1)S(=O)(=O)c1ccc2ccccc2c1	0	32	0	-0.2	6	1	0	0	4
COc1ccc(N(C(=O)Cc2cccs2)C(C(=O)NC2CCCCC2)c2cccn2C)cc1 (stereo not given)	11	3	-2	-2.8	7	3	0	-4	5
COc1ccc(-c2[nH]nc(-c3ccccc3)c2-c2nc3ccccc3[nH]2)cc1	7	-13	4	6.0	2	2	19	6	24
O=C(Nc1nc2ccccc2[nH]1)c1cccc(Br)c1	-5	8	1	-0.6	8	-1	0	-10	4
Fc1ccc(NC(=S)Nc2cc(Cl)ccc2Cl)cc1	-3	14	-1	-0.2	-1	-2	0	-11	8
CCOc1ccc(S(=O)(=O)N(CC)CC)cc1NS(=O)(=O)c1ccc(F)c(F)c1F	-1	-1	-3	3.0	4	1	0	1	7
COc1ccccc1Nc1cc2cc(Br)ccc2c(=O)[nH]1	-15	3	5	5.6	45	47*	1	0	-18
O=c1oc(C2(O)CCCCC2)cc2ccccc12	-8	43	/	/	/	/	5	14	26
CCN(CC)C(=O)Cn1cc(SCC(=O)NCc2ccco2)c2ccccc21	3	10	0	6.8	1	0	5	-4	4
CN(C)N1C(N)=C(C#N)C(c2ccsc2)C2=C1CC(C)(C)CC2=O (stereo not given)	-6	-1	0	0.4	-6	-1	12	9	20
CC(C)N(CCc1ccncc1)C(=O)Nc1ccc(F)cc1	3	2	3	-1.0	3	0	5	-6	29

Quoted from the listing:
COc1ccc(N(C(=O)Cc2cccs2)C(C(=O)NC2CCCCC2)c2cccn2C)cc1 (stereo not given) | core dimer inh: 7
O=C(NCC1(c2ccccc2)CCCC1)c1ccc(Br)o1 | JMJD2C inh: -8
O=C(Nc1nc2ccccc2[nH]1)c1cccc(Br)c1 | VLA-4 inh: 4

(further entries)
SMILES	proCasp7 act	JMJD2C inh	PP1 counter	PP5 primary	core dimer inh	Fh CTSL1 inh	GRK2 aptamer HTS	procasp3 activ	VLA-4 inh
O=C(c1ccc(NC2=NC3CS(=O)(=O)CC3S2)cc1)N1CCN(Cc2ccccc2)CC1 (stereo not given)	-2	-5	-3	-4.6	1	4	0	3	-4
Cc1cc(N2CCCC2=O)ccc1S(=O)(=O)NCCOc1ccccc1	10	43	-3	4.1	0	-2	0	7	17
COc1ccc(OCC(=O)N/N=C(\C)CC(=O)Nc2cccc([N+](=O)[O-])c2)cc1	-2	6	-1	-0.4	0	2	0	0	-5
Cn1nnnc1-c1cc(Br)ccc1NC(=O)c1ccccc1	-21	1	-2	-0.8	-3	0	2	4	8
COc1cc(N/N=C/c2ccc(N(C)C)cc2)ncn1	-1	9	3	-1.0	-26	4	3	13	-4
COc1ccccc1CC(=O)Nc1c[nH]c(=O)[nH]c1=O	5	9	0	3.9	-3	-1	2	1	31
CCN(CC)CCCNC(=O)c1sc2nc(-c3ccc(F)cc3)cn2c1C	3	1	2	2.8	-4	2	0	4	12
CCC(C(=O)Nc1ccc(C(=O)N2CCCC2)cc1)c1ccccc1 (stereo not given)	7	6	0	-0.9	0	-2	0	4	-2
O=C1c2cc(F)ccc2-n2c1nc1ccccc1c2=O	0	20	-2	1.1	3	17*	0	1	2
Cc1nn2c(nc1=O)SCC(c1ccccc1)=N2	5	-5&15	2	0.2	-4	4	0	-5	-2
COC(=O)Nc1nn(-c2ccc(OC)cc2)c(=O)c(C#N)c1C	5	-39	-6	2.5	-2	6	0	2	8
N#Cc1cnn2ccc(-c3cc(N4CCOCC4)ccc3[N+](=O)[O-])nc12	1	-4	2	-1.0	1	4	3	6	4
COCCNC(=O)[C@H]1N2C(=O)c3ccccc3C2SC1(C)C (stereo not given in full)	-4	-20	2	3.1	-2	-1	0	2	22
CCOC(=O)C1CCN(C(=O)COc2ccc(S(=O)(=O)NC(C)C)cc2Cl)CC1	6	-1&0	-4	3.6	1	0	1	-11	-11
COc1ccc(NC(=S)NCc2ccc(S(N)(=O)=O)cc2)cc1OC	-13	56*	0	0.4	0	1	0	-1	12
Cc1cc(NC(=O)COC(=O)c2nccnc2N)n(-c2ccccc2)n1	4	-3	-4	-3.2	0	-3	2	-7	-1
CCCCCCC(=O)Nc1cc2c(C)cc(=O)oc2cc1C	2	1	1	2.1	-6	-9	0	4	-2
Cc1cccc(NC(=O)CSc2nnc(-c3ccco3)o2)c1	4	-13	-5	-2.2	-4	3	4	-9	2
CC1(C)CC(=O)C2=C(C1)OC(N)=C([N+](=O)[O-])C2c1ccc(F)cc1 (stereo not given)	-12	11	-2	0.1	1	-1	0	-1	1
COc1ccccc1CCC(=O)N(CCC1=CCCCC1)c1c(N)n(Cc2ccccc2)c(=O)[nH]c1=O	4	1	11	-2.0	6	1	0	-2	-1
CCOCCCNC(=O)c1cc(-c2ccc(Br)s2)nc2ccccc12	-4	-94	6	2.0	-149	-3	1	-1	-14
COc1ccccc1NC(=O)CN1C(=O)CC(C)S(=O)(=O)c2ccccc21 (stereo not given)	6	2	-1	2.0	0	-1	6	0	1
CC1Cc2ccccc2N1C(=O)C1CCCN(S(=O)(=O)c2cccc3nsnc23)C1 (stereo not given)	0	-4	-1	-0.7	13	-1	1	6	8
COc1ccccc1NC(=O)N1CCN(c2ccc3nncn3n2)CC1	14	-2	-3	-1.4	-4	0	1	8	36
NC(N)=NCCCC(NC(=O)c1ccccc1)C(=O)Nc1ccc2ccccc2c1 (stereo not given)	7	/	2	0.6	-4	0	0	4	2
CNCC(O)CN(c1ccccc1)c1ccccc1 (stereo not given)	4	-1	-5	-0.3	-2	-2	2	3	3
O=c1cc(CSc2nc3cc(Cl)ccc3o2)nc2sccn12	7	-8	-1	-1.0	6	3	0	1	4
CCOC(=O)c1ccc(NCc2nc3ccccc3[nH]2)cc1	5	-12	0	0.8	25	-1	0	2	-10
O=C(NCCC1=CCCCC1)c1cc(COc2c(F)cccc2F)on1	0	12	-5	-1.8	1	-4	3	-6	9
CC1(C)SC(=S)N(NC(=O)Nc2ccccc2)C1N(O)C(=O)Nc1cccc2ccccc12 (stereo not given)	-5	-22	3	2.3	7	0	0	2	-6
O=[N+]([O-])c1ccc(/C=N/Nc2nc(N3CCCCCC3)nc(N3CCCCCC3)n2)o1	-11	-4	5	3.9	26	0	1	-5	-42
O=C(Nc1ccc(F)cc1)c1ccc2c(c1)S(=O)(=O)N=C1CCCCCN12	14	-8	0	-1.1	/	/	7	-4	-7
CNC(=O)c1cc2c(s1)CCCCCC2	5	-1	0	1.9	-4	2	0	-1	4
N#Cc1nc(-c2ccccc2)oc1N1CCCCC1	-8	-16	-3	-1.0	1	5	0	1	9
OCCN1CCN(C(=S)c2ccc(Br)cc2)CC1	-4	0	-1	0.5	3	2	0	0	-8
COc1ccc(C(OCC(O)CN(C)C2CCCCC2)c2ccc(OC)cc2)cc1 (stereo not given)	4	4	2	-1.0	-14	-1	0	-4	-2
O=C(CNC(=O)c1ccco1)OCc1ccc(C(=O)c2ccccc2)cc1	-1	-18	3	4.5	5	-3	0	-2	11
CC1=CCC(COC(=O)Nc2ccccc2)CC1 (stereo not given)	3	6	-1	5.3	-2	-3	0	-1	13
CCOC(=O)CSc1cccc2cccnc12	-5	-2	1	3.6	-2	-1	3	5	0
CCOC(=O)CCCCCC(=O)Nc1ccc2c(c1)C(=O)N([C@H](C)CO)C[C@H](C)[C@@H](CN(C)C(=O)Nc1ccc(OC)cc1)O2	12	-6	/	/	/	/	10	-4	-10
COC(=O)C(NS(=O)(=O)c1ccc(NC(C)=O)cc1)C(C)C (stereo not given)	-2	-1	-7	4.6	-8	4	0	-2	6
CN(Cc1nc(-c2cccs2)no1)CC(O)c1ccccc1 (stereo not given)	3	8	4	0.5	-52	2	2	2	9
C/C(=N/O)c1no[n+]([O-])c1/C(C)=N\O	6	3	-3	0.1	0	-4	2	-1	-3
CN(C)CCCC1(O)c2ccccc2CCc2ccccc21	3	-36	-1	-2.5	0	-2	1	-5	6
Cc1nc2ccc(NC(=O)Cc3ccc(Br)cc3)cc2s1	6	5	5	1.8	-4	-5	0	3	4
Cc1nnsc1C(=O)N1CCC(C(=O)c2ccccc2)CC1	0	-5	-4	0.8	0	9	1	2	-1
CCN(CC)CC(=O)NC12CC3CC(CC(C3)C1)C2	4	4	-3	0.7	-4	1	0	14	30
O=C(CC1C(=O)NCCN1CC(c1ccccc1)c1ccccc1)NCC1CCOCC1 (stereo not given)	-1	-3	0	1.9	5	1	4	-14	-3
CC(=O)[C@H]1[C@H]([C@H](O)[C@H](O)CO)O[C@](O)(C(=O)O)C[C@@H]1O	5	/	-4	2.6	3	1	0	-3	20
CCN(CC)S(=O)(=O)c1ccc(OCC(=O)NCc2ccco2)cc1	-1	2	-4	2.3	0	0	2	-3	-4
Cn1/c(=N/NC(=O)c2ccccc2F)sc2ccccc21	-10	-17	-3	-0.4	-7	4	0	6	-10
CC1=N/C(=C/c2ccc([N+](=O)[O-])cc2)C(=O)N1c1ccc(Cl)cc1Cl	6	?	2	3.5	10	1	1	6	-1
COc1cc(OC)cc(C(=O)NC2CCN(C(=O)N3c4ccccc4Sc4ccccc43)CC2)c1	2	-1	-2	2.2	19	3	2	0	-15

Ordered by formula weight (rising): some entries from above.
SMILES	proCasp7 act	JMJD2C inh	PP1 counter	PP5 primary	core dimer inh	Fh CTSL1 inh	GRK2 aptamer HTS	procasp3 activ	VLA-4 inh
Cn1/c(=N/NC(=O)c2ccccc2F)sc2ccccc21	-10	-17	-3	-0.4	-7	4	0	6	-10
CN(Cc1nc(-c2cccs2)no1)CC(O)c1ccccc1 (stereo not given)	3	8	4	0.5	-52	2	2	2	9
CC1=N/C(=C/c2ccc([N+](=O)[O-])cc2)C(=O)N1c1ccc(Cl)cc1Cl	6	?	2	3.5	10	1	1	6	-1
